GLP1R inv ag: GLP-1 receptor (human) inverse agonism | HEK293 GLP-1R CRE-luciferase, luminescence, 24 h; GLP-1R form is constitutively active | Potency, µM (series often up to 38.3 µM), for inactives: top-dose activity change, negative = inhibition, most hits filed as inhibitors | AID 624417 | actives 1.6% (n = 410,000); further: potency means the concentration at half of the fitted maximal effect; on the % scale 0 is the no-effect control and ±100 the full control effect; nearly all actives have a fitted effect of over 55% in size
Target sequence (P43220 whole entry, looked up): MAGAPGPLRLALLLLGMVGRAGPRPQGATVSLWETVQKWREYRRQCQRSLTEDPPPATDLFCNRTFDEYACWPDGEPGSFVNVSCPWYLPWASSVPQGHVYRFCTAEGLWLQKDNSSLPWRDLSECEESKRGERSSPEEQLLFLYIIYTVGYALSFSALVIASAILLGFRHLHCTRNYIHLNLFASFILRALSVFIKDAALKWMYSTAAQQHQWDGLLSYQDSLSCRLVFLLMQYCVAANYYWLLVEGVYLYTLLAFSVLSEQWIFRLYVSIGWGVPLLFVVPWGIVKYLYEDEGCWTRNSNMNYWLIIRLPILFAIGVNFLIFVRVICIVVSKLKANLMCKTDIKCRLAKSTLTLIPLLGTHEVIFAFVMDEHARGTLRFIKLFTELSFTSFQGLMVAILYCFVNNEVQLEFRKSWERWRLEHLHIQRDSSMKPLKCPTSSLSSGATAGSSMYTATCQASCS
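Constitutively active GLP-1R drives a cAMP-responsive luciferase in stably transfected HEK293 cells; test compounds are added after overnight (12 h) attachment and left 24 hr, and signal loss in luminescence marks inhibition.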
EPAC1 antag: EPAC1 (human) antagonism; O95398; EPAC1 GEF assay, Rap1b-BODIPY-GDP exchange fluorescence; Potency, µM (highest dose often 115 µM), without a hit: at the top dose activity change, negative = inhibition, hits mostly inhibitors; actives 0.14% (n = 360,000);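 further: potency means the concentration at half of the fitted maximal effect; plate controls were vehicle for no effect and positive control for full effect; nearly all actives have a fitted effect of over 50% in size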
GLP1R ag: activates the human GLP-1 receptor | P43220 | actives 0.007% (n = 380,000) | Potency, µM (top dose mostly 45.6 µM), for inactives: top-dose activation, hits mostly activators | HEK293 GLP-1R CRE-luciferase, luminescence, 4-6 h; cells express a hypersensitive GLP-1R form; further: potency means the concentration at half of the fitted maximal effect; % of control where 0% means no effect
IL2 activator: activates IL-2 in a cell-based reporter assay; IL-2 activation reporter assay, cell-based qHTS; stimulated with anti-CD3/CD4/CD28 beads; in transgenic mouse T cells; activation, % (series mostly up to about 46 µM); actives 0.065% (n = 360,000); in the data active means activation above about 50%; inconclusive means mostly about 30% to 49%; further: 0% is about no effect
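Readout: EGFP and DsRed signals by fluorescent plate cytometry. Unstimulated transgenic mouse T cells received compound 60 min before antibody-bead stimulation, then incubated 18 h at 37 degrees C.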
EPAC1 agonist: agonists of human EPAC1; O95398; Potency, µM (doses to about 154 µM), for the others: at the highest dose activation, most hits filed as activators; actives 0.073% (n = 360,000); AID 720707; EPAC1 agonist qHTS, biochemical assay; response scale: 100% = response to 6.5 mM cAMP; further: potency means the concentration at half of the fitted maximal effect; nearly all actives have a fitted effect of over 60% in size
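Nucleotide exchange by EPAC1 (100 nM) on Rap1B–BODIPY-GDP (250 nM) in the presence of 50 uM GDP is tracked fluorescently at 480/540 nm over 30 min. Signals are normalized to a 6.5 mM cAMP control.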
PLK1 PBD inh: blocks phosphopeptide binding to human PLK1 polo-box domain; P53350; Plk1 PBD binding of FITC phosphopeptide, fluorescence polarization; Potency, µM, without a hit: max response, negative = inhibition, usual class: inhibitors; actives 2.8% (n = 360,000); AID 720504; further: potency means the concentration at half of the fitted maximal effect; series mostly up to about 57 µM; on the % scale 0 is the no-effect control and ±100 the full control effect; nearly all actives have a fitted effect of over 65% in size
Target sequence (P53350 whole entry, looked up, the tested form may be a part): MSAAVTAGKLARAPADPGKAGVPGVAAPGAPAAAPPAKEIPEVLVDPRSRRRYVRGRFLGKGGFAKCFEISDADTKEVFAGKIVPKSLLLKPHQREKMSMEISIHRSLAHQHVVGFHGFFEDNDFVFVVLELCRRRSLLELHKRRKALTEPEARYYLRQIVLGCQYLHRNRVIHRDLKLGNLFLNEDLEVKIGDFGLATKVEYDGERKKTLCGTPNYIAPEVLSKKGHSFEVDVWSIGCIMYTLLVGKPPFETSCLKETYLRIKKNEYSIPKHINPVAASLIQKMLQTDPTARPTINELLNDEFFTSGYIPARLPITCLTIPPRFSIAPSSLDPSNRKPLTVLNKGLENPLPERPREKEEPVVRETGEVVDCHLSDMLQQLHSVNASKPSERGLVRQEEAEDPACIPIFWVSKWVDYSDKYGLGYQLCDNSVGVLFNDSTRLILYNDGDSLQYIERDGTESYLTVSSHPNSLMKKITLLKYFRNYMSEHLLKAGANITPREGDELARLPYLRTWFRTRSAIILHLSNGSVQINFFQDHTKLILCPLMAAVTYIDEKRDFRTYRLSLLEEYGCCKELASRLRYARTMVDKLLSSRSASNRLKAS
PI5P4K alpha inh: PI5P4K alpha (human) kinase inhibition; P48426; PI5P4Kalpha enzyme, ADP-Glo luminescence, 60 min; active compounds read low; max response, %; actives 1.2% (n = 330,000); AID 652105; active means max response of -50% or lower; inconclusive means between -30% and -50%; inactive means -30% or higher; further: value at the top dose of about 77 µM; on the % scale 0 is the no-effect control and ±100 the full control effect
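ADP-Glo luminescence end-point after a 60 min room-temperature kinase reaction. PI5P4Kalpha and substrate in HEPES pH 7.4 buffer with EGTA, 0.1% CHAPS and 5% DMSO; ATP at 5 microM final.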
HEK293 tox: cytotoxicity in counter-screen for GLP-1R inverse agonists; HEK293 cAMP-luciferase reporter cells, luminescence, 24 h; Potency, µM (top dose mostly 38.3 µM), without a hit: at the highest dose activity change, negative = inhibition, most hits filed as inhibitors; actives 0.13% (n = 410,000);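 further: loss of luciferase light is scored as toxicity; potency means the concentration at half of the fitted maximal effect; on the % scale 0 is the no-effect control and ±100 the full control effect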
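Step one: seed cells (200 cells/uL, DMEM with 10% Nu serum, 1% pen-strep). Step two: 12-hour incubation at 37 deg C. Step three: pin 23 nL compound, incubate 24 hr. Step four: add luciferase reagent, read luminescence 12 min later.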
PTHR1 ag: agonists of human PTHR1 parathyroid hormone receptor | Q03431 | HEK293 GP2 PTHR1 cells, GloSensor cAMP luminescence, 1 h | Potency, µM (highest dose often 115 µM), for inactives: at the highest dose activation, hits mostly activators | actives 0.075% (n = 410,000); further: potency means the concentration at half of the fitted maximal effect; nearly all actives have a fitted effect of over 55% in size; some results filed as inactive show a strong effect at the top dose; inactives centre near -15; many of its hits are not listed in these tables
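HEK-293-derived GP2 cells expressing PTHR1 and a GloSensor cAMP reporter, 3,000/well, plated overnight, given luciferin plus IBMX (each 0.5 mM as added) for 1 h at 37 °C, then compound for 1 h at 37 °C. Luminescence was read after 15 min at room temperature.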
* marks the source's active call; other numbers are inactive results; i = inactive; ? = inconclusive; nt = no result given; & = joins results of further samples; [ ] = dose if it differs, or a comment. Unless noted, the call rests on the fitted dose curve; in most records, active means well fitted curve in the direction sought with a large enough effect; inconclusive means small, poorly fitted or top-dose-only effect, or another doubt; inactive means no such curve, though single readings can be large; an effect the other way counts as inactive or inconclusive. The list is partial (hit frequency here may not be typical).

SMILES,EPAC1 agonist,HEK293 tox,PTHR1 ag,IL2 activator,PI5P4K alpha inh,EPAC1 antag,GLP1R inv ag,PLK1 PBD inh,GLP1R ag
CN(C)C(=O)C(=O)c1cccn1-c1ccccc1C#N,0%,-13%,i,1.4,-3,-30%,9%,-8%,-7%
CNc1ccc(S(=O)(=O)NCC(=O)OCC(=O)Nc2cccc(Cl)c2Cl)cc1[N+](=O)[O-],-5%,14%,-21%,-0.5,-17,2%,5%,-9%,4%
Nc1cc(C(=O)c2ccccc2)ccc1[N+](=O)[O-],6%,-15%,i,-1.5,7,-4%,75%[activator],4%,12%
O=[N+]([O-])c1ccccc1S(=O)(=O)n1cnc2ccccc21,-5%,14%[7.66 µM],i,2.0,5,-9%,2%[7.66 µM],?,-2%
COc1cc(/C=C/C(=O)O)cc(S(=O)(=O)Nc2cccc(S(=O)(=O)N3CCOCC3)c2)c1OC,12%,-2%,i,0.1,5,-2%,18%,4%,-8%
COC(=O)c1cc2sc(Cl)cc2n1CC(=O)NCC1CCCO1 (configuration not stated),0%,-8%,-1%,1.5,1,23%,-23%,-5%,-8%
Cc1nc2ccccn2c1C(=O)NN,-12%,7%,9%,-0.4,-2,-9%,8%,-1%,-9%
O=C(CNC(=O)c1ccccc1F)c1ccccc1,9%,2%,-72%[inhibitor],0.5,-1,-21%,?,-11%,-5%
COC(=O)C1=C(N)Oc2cc(C)[nH]c(=O)c2C1c1cccnc1 (configuration not stated),6%,10%,-10%[57.5 µM],0.8,2,-4%,7%,-8%,-14%
COc1ccc(S(=O)(=O)N2CCCCC2)cc1NC(=O)CCNC(=O)c1ccc(Br)cc1,3%,-7%,-60%[inhibitor],0.2,-2,13%,7%,1%,5%
CCc1ccc(NC(=O)c2cc3nc(-c4ccc(C)cc4)cc(C(F)(F)F)n3n2)cc1,nt,2%,-13%,nt,nt,nt,0%,nt,-1%
O=C(OCc1ccc(Cl)cc1Cl)c1ccncc1,0%,-9%,-9%,1.0,nt,0%,-1%,-8%,-2%
CN(C)c1ccc(NC(=O)CN2C(=O)CC(c3ccccc3)=Nc3ccccc32)cc1,0%,-6%,i,-0.8,1,-13%,?,-2%,-4%
CCOC(=O)c1c(C)[nH]c(C2=NNC(=Nc3ccc(OCC)cc3)SC2)c1C,1%,?,i,-5.7,-15,20%,?,-11%,-2%
COc1ccc2[nH]cc(CCNS(=O)(=O)Cc3ccccc3)c2c1,6%,6%,-28%,-0.8,2,-22%,-26%,-7%,11%
O=C(NCc1ccco1)c1cccc(S(=O)(=O)N2CCCC2)c1,8%,-7%,i,-0.9,-9,-8%,10%,-12%,12%
CCOc1ccc(NC(=O)c2cc3cc4ccc(OC)cc4nc3o2)cc1,6%,74%[activator],i,-0.3,-2,7%,10%,-16%,-2%
COc1ccc(OC)c(S(=O)(=O)N2CCCC(C(=O)NCc3ccccn3)C2)c1 (configuration not stated),9%,-1%,i,-0.4,-1,9%,2%,-11%,17%
CC(C)NC(=O)CN1CCC(c2ccccc2)C(O)C1 (configuration not stated),-1%,4%,i,-0.8,0,0%,4%,-8%,-5%
COc1cc(NC(=O)c2cccnc2)c(Cl)cc1NC(=O)c1ccc(Cl)cc1,-2%,9%,-11%,-2.7,-8,22%,16%,-6%,0%
Cc1ccc(C(C)C)c(OCC(O)CN2CCOCC2)c1 (configuration not stated),-1%,-16%,i,-0.3,nt,0%,-9%,-1%,-3%
OCCC1CN(Cc2ccc(Oc3ncccn3)cc2)CCN1CCc1ccccc1 (configuration not stated),-14%,0%,i,-4.4,4,10%,14%,0%,-4%
COc1ccc(OC)c(Nc2nc(NCc3ccco3)c3ccccc3n2)c1,10%,-26%,-27%,-4.0,-5,-4%,?,1%,-1%
CCCc1cc(=O)[nH]c(SCC(=O)Nc2cccc(S(=O)(=O)N3CCOCC3)c2)n1,-7%,12%,i,-1.3,2,17%,17%,-2%,7%
Cc1ccc(NC(=O)CN2CCCCCC2)cc1Br,-6%,4%,-47%[inhibitor],1.4,7,21%,?,-2%,10%
CCOC(=O)CCCNC(=O)CSc1nc2ccc(OCC)cc2[nH]1,0%,1%,i,-1.5,3,-19%,5%,-9%,0%
COc1ccccc1S(=O)(=O)N(C)C[C@H]1OCc2cnnn2CCCC(=O)N([C@@H](C)CO)C[C@H]1C,6%,-13%,-22%,0.3,-7,3%,-10%,-13%,8%
O=c1oc2ccccc2n1Cc1cccc(F)c1,7%,6%,-33%[inhibitor],-0.1,2,-17%,?,-5%,7%
CCN(CC(=O)Nc1ccc(S(=O)(=O)N2CCOCC2)cc1)Cc1ccccc1,4%,3%,10%,-2.4,19,-16%,-2%,-12%,15%
CNS(=O)(=O)c1ccc(CCC(=O)N2CCOCC2)cc1,9%,20%,-33%[inhibitor],0.8,-5,-2%,3%,0%,-1%
O=C(/C=C/c1ccc([N+](=O)[O-])cc1)OCC(=O)N1CCOCC1,2%,3%,-51%[inhibitor],3.1,0,-24%,18%,-15%,-3%
O=C(Nc1ccccc1)c1nc[nH]c1C(=O)Nc1ccccc1F,4%,-1%,-20%,0.1,2,-20%,24%,-10%,-6%
CCOc1cc(N2CCOCC2)c(OCC)cc1NC(=O)CN1C(=O)NC(CC(C)C)C1=O (configuration not stated),-7%,0%,-23%,2.6,0,-8%,18%,-8%,-1%
CCC(C)N(C(=O)CSc1nnc(C)n1C)C1CCS(=O)(=O)C1 (configuration not stated),9%,-10%,i,0.4,0,2%,23%,0%,6%
COc1ccc(Br)cc1CNC(=O)CCc1nc(-c2ccccc2F)no1,-14%,-6%,-20%[57.5 µM],-0.4,-5,-5%,?,1%,3%
CC(NC(=O)c1ccco1)C(=O)N1CCCCC1 (configuration not stated),-1%,11%,-9%,-2.7,3,10%,16%,-1%,-1%
O=S(=O)(c1ccccc1)N(F)S(=O)(=O)c1ccccc1,-3%,1%,i,1.0,-11,0%,5%,27µM*,-1%
CCOC(=O)Cn1cc(C(=O)C(=O)N2CCOCC2)c2ccccc21,9%,0%,-17%,-0.7,1,12%,4%,3%,-3%
CCNc1nc(NCC)nc(OCCOC(=O)COc2ccc(Cl)cc2Cl)n1,4%,-12%,i,0.3,12,-8%,6%,-3%,2%
CC(C)N(Cc1nccn1C)C(=O)CC1C(=O)NCCN1Cc1ccc(F)c(F)c1 (configuration not stated),1%,1%,i,2.1,1,7%,12%,-17%,0%
Cc1cc(NC(=O)CN2CCN(S(=O)(=O)c3ccc(Cl)cc3)CC2)no1,-4%,4%,i,-2.2,nt,6%,9%,-6%,0%
CC(C)[C@H](NC(=O)[C@@H]1CSC2c3ccccc3C(=O)N21)C(=O)NCc1ccncc1 (some centres not stated),13%,2%,i,-0.2,3,-4%,-10%,-18%,0%
COc1ccccc1Nc1nc(-c2ccc3c(c2)NC(=O)CO3)cs1,7%,?,-88%[inhibitor],0.5,1,-1%,-30%,-8%,-5%
COC(=O)C[C@H]1C=C[C@H](NC(=O)Nc2ccccc2F)[C@@H](CO)O1,1%,-19%,-7%,0.1,-3,-11%,16%,1%,nt
COc1cc(C2NC(C(=O)O)Cc3c2[nH]c2ccccc32)cc(OC)c1OC (configuration not stated),-3%,-14%,-1%,-2.9,nt,16%,0%,-7%,9%
Cc1c(C=O)c2ccccn2c1C(=O)c1ccccc1Cl,0%,10%,-67%[inhibitor],-3.7,5,13%,-2%,-11%,11%
Cc1cnc2cc(Cl)c(Cl)cc2n1,8%,0%,i,-0.7,-3,3%,7%,-14%,1%
COc1cc(NC(=O)COC(=O)CCc2nc3ccccc3c(=O)[nH]2)cc(OC)c1,-1%,8%,-7%,-0.2,-10,1%,6%,-6%,0%
CC(=O)n1cc([C@@H]2C=C(C(=O)NCc3ccccc3)O[C@H](OCc3ccc(CO)cc3)C2)c2ccccc21,-4%,-14%,-33%[inhibitor],-0.5,-22,-13%,?,1%,-3%
COc1ccccc1NC(=O)c1nnn(CC(=O)Nc2cc(C)cc(C)c2)c1N,1%,4%,i,0.3,0,-40%,-1%,-3%,-8%
CN(Cc1cccc(F)c1)C(=O)CSc1nnc(C2CC2)n1C1CC1,5%,17%,13%,-0.1,1,-6%,1%,-13%,8%
O=C(N/N=C/c1oc(O)c2ccccc12)c1ccccc1,13%,-3%,-5%,1.5,1,-13%,0%,-12%,-3%
Cc1nc(SCC(=O)NC2CCCCC2C)nc(C)c1C (configuration not stated),7%,-6%,i,-0.5,7,-4%,-16%,-6%,10%
C=CCN(C(=O)CCC(=O)Nc1cc(C)on1)C(C(=O)NC1CCCC1)c1ccc(OC)cc1OC (configuration not stated),4%,14%,i,-1.1,-5,-4%,2%,-4%,12%
Cc1ccc(CCC(=O)Nc2ccc(N(C)C)cc2)o1,-10%,-13%,i,-1.0,-1,6%,-12%,-7%,2%
Cc1ccccc1Nc1c(-c2ccncc2)nc2ccc(Cl)cn12,-9%,-4%&-2%,-76%&-36%[inhibitor],1.3,8,20%,?,2%,-2%
Cc1ccc(NC(=O)C2CC2C)cc1S(=O)(=O)N1CCOCC1 (configuration not stated),7%,?,i,-2.2,-2,13%,?,-3%,0%
CN(C)CCNc1ccc(Cl)cc1[N+](=O)[O-],4%,-2%,i,0.6,2,3%,-5%,0%,-3%
CC1CCN(C(=O)c2cc(S(=O)(=O)N3CCOCC3)ccc2N2CCCC2)CC1,3%,-4%,-22%,-0.3,2,-6%,8%,-15%,7%
COc1cc2c(cc1OC)CN(c1nc(CN3CCCC3)nc3sc(C)c(C)c13)CC2,-5%,?,-6%,-2.8,2,-25%,?,-9%,1%
